# From PubChem BioAssay
# Mdm2 MdmX PPI – human Mdm2/MdmX binding inhibition | O15151+Q00987 | SaOS-2 split-luciferase Mdm2/MdmX complementation, luminescence | inhibition, % at 8 µM | hit rate 3% among 330,000;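 active means inhibition of at least 50% at 8 µM in the primary screen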
# Target sequence (O15151 whole entry, looked up): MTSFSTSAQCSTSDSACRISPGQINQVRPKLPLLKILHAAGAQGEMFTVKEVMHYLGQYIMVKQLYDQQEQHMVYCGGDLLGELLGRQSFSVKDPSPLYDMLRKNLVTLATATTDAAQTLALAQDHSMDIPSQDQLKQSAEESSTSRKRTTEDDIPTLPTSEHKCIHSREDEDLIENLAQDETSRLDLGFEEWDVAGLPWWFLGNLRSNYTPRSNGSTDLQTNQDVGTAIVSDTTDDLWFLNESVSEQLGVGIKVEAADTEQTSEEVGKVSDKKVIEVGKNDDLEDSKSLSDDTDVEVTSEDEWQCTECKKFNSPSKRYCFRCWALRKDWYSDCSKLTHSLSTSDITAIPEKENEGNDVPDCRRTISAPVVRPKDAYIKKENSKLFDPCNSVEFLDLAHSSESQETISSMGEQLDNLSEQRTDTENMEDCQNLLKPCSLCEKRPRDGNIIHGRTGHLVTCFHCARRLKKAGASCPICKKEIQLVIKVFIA
# Target sequence (Q00987 whole entry, looked up): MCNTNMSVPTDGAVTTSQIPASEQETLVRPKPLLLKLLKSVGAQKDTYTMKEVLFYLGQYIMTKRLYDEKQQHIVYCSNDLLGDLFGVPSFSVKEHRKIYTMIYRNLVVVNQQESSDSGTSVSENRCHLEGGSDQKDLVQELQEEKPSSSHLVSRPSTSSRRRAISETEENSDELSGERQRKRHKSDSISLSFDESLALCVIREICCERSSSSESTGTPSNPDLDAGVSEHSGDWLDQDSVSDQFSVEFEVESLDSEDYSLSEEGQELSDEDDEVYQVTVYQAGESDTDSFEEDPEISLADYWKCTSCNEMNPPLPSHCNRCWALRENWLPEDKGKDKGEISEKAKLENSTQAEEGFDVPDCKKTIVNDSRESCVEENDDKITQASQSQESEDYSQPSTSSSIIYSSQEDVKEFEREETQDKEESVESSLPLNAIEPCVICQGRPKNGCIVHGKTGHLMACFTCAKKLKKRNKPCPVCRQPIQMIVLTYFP
# tim10-1 inh – inhibits growth of tim10-1 mutant yeast; S. cerevisiae tim10-1 ts strain growth, BacTiter-Glo, 24 h; inhibition, % at 20 µM; AID 463190; hit rate 2.2% among 330,000;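 active means inhibition of at least 40%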;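 further: mutant grown at 25 °C; 0% = DMSO wells with yeast and 100% = wells holding no yeast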
# UPR CHOP act – activators of apoptotic arm of unfolded protein response (CHOP) | CHO-CHOP luciferase reporter, UPR activation, luminescence; percent of tunicamycin response over DMSO baseline | activation, % at 10 µM | hit rate 0.34% among 330,000 | AID 449763;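 active means at 10 µM dose, activation of 40% or more, normalized to positive control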;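 further: 100% = tunicamycin at 10 µg/mL and 0% = DMSO alone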
#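 measured by = luciferase luminescence | assay system = CHO-CHOP cells, stable luciferase reporter of PERK-eIF2a-CHOP signalling | amount = 500 reporter cells seeded per well | timing = 6 h compound exposure at 37 °C after overnight seeding | controls = positive tunicamycin 10 µg/mL, negative DMSO alone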
# tim23-1 inh – tim23-1 yeast growth inhibition; S. cerevisiae tim23-1 growth, BacTiter-Glo luminescence, 24 h; inhibition, % at 20 µM; hit rate 1.3% among 330,000; AID 463212;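 active means growth inhibition of the mutant yeast at or above 50%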;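 further: temperature-sensitive mutant grown at 25 °C; plate controls were DMSO-treated mutant yeast for no effect and medium wells lacking yeast for full effect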
# TIM10 inh – inhibits growth of TIM10 yeast strain; S. cerevisiae TIM10 strain growth, BacTiter-Glo luminescence, 24 h; inhibition, % at 10 µM; hit rate 1.4% among 330,000; AID 463195;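 active means inhibition of 40% or more at the single tested concentration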;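 further: wild-type TIM10 isogenic control strain grown at permissive 25 °C; 0% = DMSO yeast wells and 100% = minimal medium wells without yeast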
# APJ antagonist – antagonists of human APJ apelin receptor | CHO-K1 APJ beta-arrestin complementation, luminescence | inhibition, % at 20 µM | hit rate 0.32% among 330,000 | AID 2521;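 active means inhibition above about 40% at 20 µM, limit read from the data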;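 further: cells challenged with 10 nM apelin-13 agonist together with compound; plate controls were apelin-13 plus DMSO wells for no effect and DMSO wells lacking apelin-13 for full effect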
# CXCR6 inh – inhibitors of human CXCR6 receptor. hit rate 0.36% among 360,000. inhibition, % at 20 µM. O00574. CHO-K1 PathHunter CXCR6 beta-arrestin, luminescence; in the data active means inhibition above about 34%, passing the limit was not always enough;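 further: antagonist mode with CXCL16 agonist at 10 nM final; 0% = 10 nM CXCL16 with DMSO and 100% = unstimulated wells without agonist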
# APJ ag – APJ receptor agonism. hit rate 0.11% among 330,000. P35414. CHO-K1 APJ PathHunter beta-arrestin, luminescence; 0% DMSO wells, 100% apelin. AID 2520. activation, % at 20 µM;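 active means activation more than six SD over the plate average, tested at 20 µM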;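 further: 0% = DMSO alone and 100% = apelin-13 at 10 nM; some results filed as inactive read as strong as hits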
#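 Material: CHO-K1 APJ beta-arrestin complementation cell line; Input: cell density 1000 per well; Incubation: compound stimulation 90 min at 25 °C, detection 60 min; Signal: luminescence from split beta-galactosidase complementation, Galacton Star/Emerald II substrate; Controls: DMSO-only wells as negative, 10 nM Apelin-13 as positive control.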
# XBP1 UPR activ – activators of adaptive arm of unfolded protein response (XBP1); CHO-XBP1 luciferase reporter, IRE1-XBP1 UPR activation, luminescence; percent of tunicamycin response, DMSO as zero; activation, % at 20 µM; hit rate 0.33% among 330,000; AID 463104;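 active means versus positive control, 20 µM dose yields 30% or more activation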;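 further: 100% = tunicamycin at 10 µg/mL and 0% = DMSO only wells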
#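 Material: CHO-XBP1 cells stably carrying IRE1-XBP1-driven luciferase reporter / Amount: 1000 cells per well / Compound: 20 µM, 1% DMSO / Times: 6 h treatment, 37 °C / Detection: luciferase luminescence / Measure: % activation of reporter signal versus tunicamycin and DMSO controls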
# Numbers without * were called inactive. These rows are one share of the data; count on the stated rates, not on these rows.
SMILES,Mdm2 MdmX PPI,tim10-1 inh,UPR CHOP act,tim23-1 inh,TIM10 inh,APJ antagonist,CXCR6 inh,APJ ag,XBP1 UPR activ
CCCCn1c(SCC(=O)NCc2ccco2)nnc1-c1ccoc1C,-5,5,0.2,0,11,11,11,5,-3
CCCCCCP(=O)(O)c1ccccc1,15,4,2.8,16,15,7,1,-2,-1
O=C(Nc1ccc(S(=O)(=O)N2CCOCC2)cc1)c1ccc(Br)o1,13,25,1.9,30,26,9,-4,-1,-2
COc1ccc(CC(=O)NCC(=O)N/N=C/c2c[nH]c3ccccc23)cc1,21,-3,6.2,-11,4,11,-2,-3,-4
Cc1ccc(C2=NN(S(=O)(=O)c3ccccc3)C(c3ccco3)C2)cc1 (stereo unspecified),35,16,2.0,37,24,-6,-6,-4,-1
COc1ccc(S(=O)(=O)N2CCOCC2)cc1C(=O)Nc1ccon1,-5,3,3.1,6,7,19,6,-5,0
Cc1cccc(N(CC(=O)NC2CCCC2)C(=O)CS(=O)CC(=O)Nc2ccc3c(c2)OCO3)c1 (stereo unspecified),-13,2,0.3,14,3,-10,6,1,-1
NCCCn1c(C(=O)c2cc(Cl)c(N)c(Cl)c2)c2ccc(C(F)(F)F)cc2[n+]1[O-],40,2,-1.1,-17,-3,-11,-6,1,1
CCCC(=O)Nc1ccc2nc(SCC(=O)N3CCCC3)sc2c1,16,20,0.2,18,15,-6,-10,-4,-1
COc1ccc(S(=O)(=O)N2CCc3ccccc32)cc1C(=O)NCC(c1ccco1)N1CCCC1 (stereo unspecified),5,1,1.0,8,6,3,14,-1,0
O=C(COC(=O)c1ncc(Cl)c(Cl)c1Cl)NNC(=O)c1ccccc1,6,2,0.6,12,9,9,-8,0,1
CCc1nnc(NC(=O)Nc2ccc(Cl)cc2)s1,-56,4,4.4,16,1,-8,-10,0,0
Cc1ccccc1CC1SC(N=C(N)N)=NC1=O (stereo unspecified),-9,10,3.5,17,9,8,-10,5,-4
O=C(Nc1ccc(O)c2c(=O)cc(-c3cccc(Cl)c3)oc12)c1cccc(Cl)c1,81*,6,33,8,8,0,7,-1,73*
CC(C)Cn1c(N)c(C(=O)COC(=O)c2ccccc2C(=O)c2ccccc2)c(=O)n(C)c1=O,-14,13,1.2,7,6,1,6,1,-3
CN(C)S(=O)(=O)c1ccc(Cl)c(C(=O)Nc2ccc(S(=O)(=O)N3CCOCC3)cc2)c1,-6,8,-0.4,0,-7,8,10,-1,4
CN(C)CCC(=O)c1ccc2c(c1)OCO2,1,16,-0.6,10,7,-3,7,-1,-5
Cc1ccc(C)c(S(=O)(=O)NCCOC(=O)Nc2sc(=S)n(C)c2C)c1,0,-4,-0.3,-14,-8,-5,5,-3,-1
COCCCNc1ccnc2c(Cl)cccc12,9,25,-1.6,16,-2,11,-6,0,-10
COc1ccc(Oc2nc(C)cc(C)c2S(=O)(=O)c2ccc(C)cc2)cc1,-2,27,-0.5,34,6,15,6,-2,2
C=CCC1c2cccc(C(=O)O)c2C(=O)N1c1ccc(F)cc1 (stereo unspecified),-15,29,-1.0,9,2,3,0,-5,-1
CCN(CC(=O)Nc1c(F)cccc1F)C(=O)CCCc1c[nH]c2ccccc12,7,1,1.4,7,15,6,15,-1,-3
O=C(c1cc2ccccc2o1)N1CCOCC1,23,-28,2.3,-21,-2,-4,4,-5,2
CC(=O)NC(CCS(C)(=O)=O)C(=O)Nc1cc(C)on1 (stereo unspecified),-14,-9,-1.1,-8,-12,20,3,9,4
COc1ccc(CNC(=O)C(C)OC(=O)CCN2C(=O)C3CC=CCC3C2=O)cc1 (stereo unspecified),17,3,-0.1,12,1,12,1,1,-3
COc1ccc(C(CNC(=O)C(CCSC)NC(=O)c2ccccc2Cl)N2CCCCC2)cc1 (stereo unspecified),17,4,-4.2,-3,6,17,11,-2,-2
Cc1nnc2sc(-c3ccc(NC(=O)CSc4ccc(Cl)cc4)cc3)nn12,13,29,0.9,12,29,-15,-2,0,-2
C[C@@H]1CC[C@@]2(O[C@@H](CCO)C[C@H](O)[C@H]2O)O1,-41,1,-3.0,15,3,-2,19,12,2
CCOC(=O)/C(=N/Nc1ccccc1)Sc1nnc(CCc2ccccc2)n1-c1ccccc1,0,29,-0.9,37,28,6,2,-2,-4
C1CNC(C23CC4CC(CC(C4)C2)C3)=N1,-35,4,1.5,-2,14,13,0,-1,1
Cc1nc(-c2ccc([N+](=O)[O-])cc2)sc1C(=O)O,-5,2,3.5,13,2,-61,-7,3,-2
COc1ccc(CN(C(=O)c2ccco2)c2ccccc2)cc1,-7,7,0.4,12,-14,0,8,-6,-2
COc1ccccc1-n1ccnc(SCC(=O)NC2CCCCC2)c1=O,-4,43*,-1.6,23,15,13,2,8,-2
O=[N+]([O-])c1ccccc1SN(Cc1ccccc1)c1ccccn1,-3,42*,0.3,9,36,13,15,-4,1
COc1cc(OC)c2c(C)cc(=O)oc2c1C(CCN1CCN(c2ccccc2)CC1)c1ccc2c(c1)OCO2 (stereo unspecified),50,0,16,20,-4,21,16,-4,-2
COc1ccc(C(=O)COC(=O)C2CCC(=O)N2)cc1 (stereo unspecified),8,-1,0.8,-4,1,-15,5,-2,1
Cc1cc2ncn(/N=C/c3cccnc3)c2cc1C,-11,8,1.4,-3,8,2,-5,2,2
O/N=C/c1cccn1-c1ccc(O)cc1,12,9,1.2,8,-6,5,-2,-1,4
CCCCCCCCCCOC(=O)Cn1c(COc2ccccc2C)[n+](C)c2ccccc21,89*,70*,20,-18,25,32,6,-1,60*
COc1cc(CCC(=O)NNC(=O)c2ccc(C)cc2)cc(OC)c1OC,-15,12,0.2,-1,-9,-16,-13,-3,0
CCN1CCN(C(=S)c2ccc(OCC(=O)Nc3ccc(OC)cc3)cc2)CC1,-9,10,-2.2,15,-20,6,-12,1,-3
CC(=O)N(c1ccccc1)c1c(F)c(F)c(F)c(F)c1F,2,1,1.0,-15,6,3,-1,-4,4
CCn1c2ccccc2c2cc(/C=N/NC(=O)c3ccccc3)ccc21,31,-5,0.4,15,8,-11,-22,2,2
CC(=O)Nc1cccc(NC(=O)CSc2ccc(-c3cccnc3)nn2)c1,12,20,0.7,9,-10,-6,-8,1,-1
CCCCCOC(=O)c1ccc(N2C(=O)C3C4C=CC(C4)C3C2=O)cc1 (stereo unspecified),19,16,-0.6,23,1,9,5,1,-5
Cc1ccc(N(C(=O)c2csnn2)C(C(=O)NC2CCCC2)c2ccccn2)c(C)c1 (stereo unspecified),1,-8,1.4,10,15,16,-2,-3,-1
CC1CCC(=C(C#N)c2nc(-c3cc4ccccc4oc3=O)cs2)CC1 (stereo unspecified),-1,18,6.1,19,14,9,4,-5,2
O=C(O)c1cccc(CN2C(=O)S/C(=C/c3cccc([N+](=O)[O-])c3)C2=O)c1,20,15,1.8,31,-1,-34,-3,-1,-4

# Some of the entries so far, with two lines to a compound.
# Below each compound: Mdm2 MdmX PPI	tim10-1 inh	UPR CHOP act	tim23-1 inh	TIM10 inh	APJ antagonist	CXCR6 inh	APJ ag	XBP1 UPR activ
COc1ccccc1-n1ccnc(SCC(=O)NC2CCCCC2)c1=O
  -4	43*	-1.6	23	15	13	2	8	-2
O=[N+]([O-])c1ccccc1SN(Cc1ccccc1)c1ccccn1
  -3	42*	0.3	9	36	13	15	-4	1
COc1cc(OC)c2c(C)cc(=O)oc2c1C(CCN1CCN(c2ccccc2)CC1)c1ccc2c(c1)OCO2 (stereo unspecified)
  50	0	16	20	-4	21	16	-4	-2
COc1ccc(C(=O)COC(=O)C2CCC(=O)N2)cc1 (stereo unspecified)
  8	-1	0.8	-4	1	-15	5	-2	1
Cc1cc2ncn(/N=C/c3cccnc3)c2cc1C
  -11	8	1.4	-3	8	2	-5	2	2
O/N=C/c1cccn1-c1ccc(O)cc1
  12	9	1.2	8	-6	5	-2	-1	4
CCCCCCCCCCOC(=O)Cn1c(COc2ccccc2C)[n+](C)c2ccccc21
  89*	70*	20	-18	25	32	6	-1	60*
COc1cc(CCC(=O)NNC(=O)c2ccc(C)cc2)cc(OC)c1OC
  -15	12	0.2	-1	-9	-16	-13	-3	0
CCN1CCN(C(=S)c2ccc(OCC(=O)Nc3ccc(OC)cc3)cc2)CC1
  -9	10	-2.2	15	-20	6	-12	1	-3
CC(=O)N(c1ccccc1)c1c(F)c(F)c(F)c(F)c1F
  2	1	1.0	-15	6	3	-1	-4	4
CCn1c2ccccc2c2cc(/C=N/NC(=O)c3ccccc3)ccc21
  31	-5	0.4	15	8	-11	-22	2	2
CC(=O)Nc1cccc(NC(=O)CSc2ccc(-c3cccnc3)nn2)c1
  12	20	0.7	9	-10	-6	-8	1	-1
CCCCCOC(=O)c1ccc(N2C(=O)C3C4C=CC(C4)C3C2=O)cc1 (stereo unspecified)
  19	16	-0.6	23	1	9	5	1	-5

# The listing continues.
SMILES,Mdm2 MdmX PPI,tim10-1 inh,UPR CHOP act,tim23-1 inh,TIM10 inh,APJ antagonist,CXCR6 inh,APJ ag,XBP1 UPR activ
O=C(CCn1cccc1)NCc1ccc(Cl)cc1,4,-4,-0.7,0,-4,12,6,-4,-2
Cc1cc(C)c[n+](CC(=O)c2ccccc2)c1,21,-1,-0.1,12,-4,-4,-5,-4,-5
O=C(CSc1nc2sccc2c(=O)[nH]1)N1CCN(c2ccccc2)CC1,-17,1,1.7,9,2,-3,7,5,-2
CCNC(=O)C(=O)Nc1ccc2c(c1)N(S(=O)(=O)c1cccs1)CCC2,23,39,-0.6,49,27,5,-6,0,0
CC1CCc2c(sc3ncnc(SC(C)C(=O)NCC4CCCO4)c23)C1 (stereo unspecified),3,3,-0.3,27,11,28,5,-2,-3
CC(C)Oc1cccc(C(=O)Nc2ccc(N3CCN(C)CC3)cc2)c1,-4,-7,4.4,12,-11,-12,-7,-3,-2
COc1ccc(NC(=O)C2CCN(S(C)(=O)=O)CC2)cc1,-2,10,-0.7,0,4,12,-2,-2,-4
Cc1ccc(S(=O)(=O)N(C)c2nc3ccccc3n3c(C(C)C)nnc23)cc1,5,37,1.8,19,16,0,9,-3,12
